TRHR enhancer = allosteric enhancers of human TRH receptor; AID 493056; actives 0.66% (n = 360,000); enhancement, % at 2 µM; TRHR cells, fluo-8 calcium fluorescence, EC20 TRH enhancement; P34981; in the data active means enhancement above about 30%; further: 0% is about no effect
Target sequence (P34981 whole entry, looked up): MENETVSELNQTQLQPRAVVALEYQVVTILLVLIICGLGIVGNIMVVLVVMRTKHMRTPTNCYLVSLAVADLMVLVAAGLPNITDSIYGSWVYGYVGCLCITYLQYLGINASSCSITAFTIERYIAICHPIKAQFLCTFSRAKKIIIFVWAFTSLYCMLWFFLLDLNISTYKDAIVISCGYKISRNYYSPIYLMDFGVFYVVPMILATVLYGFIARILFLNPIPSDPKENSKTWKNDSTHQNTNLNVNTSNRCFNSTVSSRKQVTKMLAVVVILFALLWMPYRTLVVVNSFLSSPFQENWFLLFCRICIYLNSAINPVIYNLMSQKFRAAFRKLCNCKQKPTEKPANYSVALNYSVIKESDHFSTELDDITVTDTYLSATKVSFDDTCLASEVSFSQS
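TRHR-expressing cells loaded with fluo-8 calcium dye were read kinetically (ex 480/em 530) during compound addition, then stimulated with an EC20 of TRH (10 nM final). Enhancement of the Gq-mediated intracellular calcium response was scored.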
TRHR ag = activates the human TRH receptor; TRHR cells, calcium flux fluo-8, FDSS agonist mode; activation, % at 2 µM; P34981; AID 493084; actives 0.18% (n = 360,000); further: 0% is about no effect
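Read-out: compound-evoked intracellular calcium rise in TRHR cells, fluo-8 dye, kinetic FDSS fluorescence at 1 s/cycle following a 10-cycle baseline. Cells cultured overnight before dye loading (30 min–1.5 h, RT).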
D1 PAM = human D1 dopamine receptor positive modulation; HEK293 TREx D1 cells, calcium flux, dopamine EC20 potentiation; actives 0.036% (n = 360,000); P21728; potentiation, % at 10 µM; in the data active means potentiation above about 30%; further: 0% is about no effect
Target sequence (P21728 whole entry, looked up): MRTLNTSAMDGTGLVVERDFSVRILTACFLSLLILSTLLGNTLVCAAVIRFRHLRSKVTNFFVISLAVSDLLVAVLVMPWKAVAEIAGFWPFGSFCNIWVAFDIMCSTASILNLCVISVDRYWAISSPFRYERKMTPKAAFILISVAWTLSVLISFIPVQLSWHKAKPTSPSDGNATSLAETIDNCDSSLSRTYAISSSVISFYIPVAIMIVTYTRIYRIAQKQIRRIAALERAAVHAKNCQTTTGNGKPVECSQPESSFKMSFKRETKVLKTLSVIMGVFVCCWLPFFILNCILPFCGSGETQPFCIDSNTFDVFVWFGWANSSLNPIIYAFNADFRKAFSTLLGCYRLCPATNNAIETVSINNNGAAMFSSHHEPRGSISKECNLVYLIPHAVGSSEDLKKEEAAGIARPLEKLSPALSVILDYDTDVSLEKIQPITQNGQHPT
D1 ag = activates the human D1 dopamine receptor; P21728; HEK293 T-REx D1 cells, calcium flux, agonist mode; activation, % at 2 µM; actives 1% (n = 360,000); AID 504660; further: 0% is about no effect
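Agonism was scored from calcium flux recorded over 180 s (1 read/s) after pintool compound addition, following a 10-cycle baseline. Cells were inducible force-coupled HEK293 TREx D1, plated overnight at 30 C and loaded with no-wash calcium dye.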
D2 PAM = positively modulates the human D2 dopamine receptor allosterically; P14416; HEK293 T-REx D2, calcium flux, EC20 dopamine potentiation; potentiation, % at 10 µM; actives 0.34% (n = 340,000); AID 485347;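 active means potentiation over 3 SD above the plate norm, cut at about 30% in these data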; further: 0% is about no effect
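Tetracycline-induced Hek293 Trex D2 cells, force-coupled to calcium, loaded with no-wash calcium dye. Compound added with 180 s kinetic read for agonism, then EC20 dopamine and a further 180 s read for potentiation.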
D2 antagonist = D2 dopamine receptor (human) antagonism. actives 2% (n = 340,000). AID 485344. inhibition, % at 10 µM. HEK293 TREx D2 cells, calcium flux, dopamine EC80. P14416; in the data active means inhibition above about 30%; further: 0% is about no effect
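Tetracycline-induced HEK293 TREx cells expressing D2 receptor forced-coupled to calcium signalling, loaded with no-wash calcium dye. Compounds added and calcium flux read 180 s, then dopamine added at EC80 and read a further 180 s.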
RXFP1 antagonist = blocks the human relaxin receptor RXFP1. Q9HBX9. HEK293-RXFP1, relaxin-stimulated cAMP HTRF, 30 min; active compounds read low. activity change, negative = inhibition, % at 57.5 µM. actives 0.59% (n = 350,000). AID 1259400;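 active means activity change of -60% or lower, but not beyond a set lower limit; inconclusive means change between -60% and -40%, or beyond the set limit; inactive means change above -40%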; further: on the % scale 0 is the no-effect control and ±100 the full control effect
D2 agonist = D2 dopamine receptor (human) agonism; P14416; HEK293 T-REx D2 cells, calcium flux agonist mode; activation, % at 2 µM; AID 485358; actives 0.53% (n = 340,000);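 active means activation over 3 SD above normal in the single-dose calcium agonist read, cut at about 30% in these data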; further: 0% is about no effect
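In this primary screen, compounds producing a positive calcium signal within 180 s of addition to tetracycline-induced, force-coupled HEK293 Trex D2 cells are flagged; cells are dye-loaded with a no-wash calcium kit beforehand.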
D1 antag = blocks dopamine activation of the human D1 receptor; P21728; HEK293 TREx D1 cells, calcium flux, dopamine EC80; active compounds read low; activity change, negative = inhibition, % at 10 µM; actives 3.2% (n = 360,000); in the data active means activity change below about -30%; further: on the % scale 0 is the no-effect control and ±100 the full control effect
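Tetracycline-induced HEK293 T-REx cells with force-coupled D1 receptor were loaded with a no-wash calcium dye. Compound was added after a 10 s baseline and read kinetically for 180 s; EC80 dopamine was then added and calcium flux followed another 180 s.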
Numbers without * were called inactive; u = inconclusive; x = no result given; & = joins results of further samples. Unless noted, no stated cut-off is given here; in the data, active means activation above about 30%; inactive means the rest.

SMILES	TRHR enhancer	TRHR ag	D1 PAM	D1 ag	D2 PAM	D2 antagonist	RXFP1 antagonist	D2 agonist	D1 antag
O=C(Nc1ccc2c(c1)OCO2)Nc1ccccn1	-2	0.4	-10	0	-7	-4	20	9.6	-4
CCOc1ccc(-n2c(=O)c3sccc3n(CC(=O)NC3CCCCC3)c2=O)cc1	39*	-0.8	-2	1	17	-17	14	0.0	5
COc1ccc(NC(=O)c2ccc(NC(=O)COC(=O)CC(NC(=O)c3ccccc3Cl)c3ccccc3)cc2)cc1 (stereo not drawn)	0	0.4	3	2	11	-6	-12	1.7	-4
O=C(NC12CC3CC(CC(C3)C1)C2)c1cncc(Br)c1	-2	-1.4	-7	12	x	x	-37	x	0
Cc1ccccc1OCC(=O)N/N=C/c1cccc(Oc2ccc([N+](=O)[O-])cc2[N+](=O)[O-])c1	-7	1.0	-4	4	-4	-9	x	-0.2	4
COc1cc(C(=S)N2CCOCC2)cc(OC)c1OC(=O)c1ccc(C)cc1	-1	0.6	-2	3	5	27	-2	-0.3	-2
N#CC1=C(N)Nc2ncnn2C1c1ccc(F)cc1 (stereo not drawn)	4	0.6	-3	2	x	x	-3	x	7
Nn1cnnc1SCC(=O)Nc1ccc(C2CCCCC2)cc1	24	-0.1	5	4	19	-26	-5	0.2	19
COC(=O)c1ccc(C)c(NC(=O)CN(c2ccccc2)S(=O)(=O)N(C)C)c1	2	-0.3	-4	2	12	2	-7	1.0	-21
O=C1CSC(c2cccc(O)c2)N1Cc1ccccc1 (stereo not drawn)	2	-1.2	6	7	15	-7	8	-0.8	-4
Cc1ccc(C)c(NC(=S)N(C2CCCCC2)C(C)c2cccnc2)c1 (stereo not drawn)	-3	0.7	1	5	1	-11	5	0.3	-10
CCOCCOC(=O)C(C)Oc1ccc(Oc2nc(Cl)ccc2Cl)cc1 (stereo not drawn)	-9	-3.7	-3	2	-7	8	-2	-0.3	6
CCN1CCN(CC(=O)Nc2ccc(S(=O)(=O)N3C(C)CCCC3C)cc2)CC1 (stereo not drawn)	4	-0.2	-3	5	21	7	7	1.2	6
O=C(NCCC1=CCCCC1)c1ccc(F)c(S(=O)(=O)N2CCOCC2)c1	0	0.3	-3	7	2	-4	-6	0.5	-16
CCOc1ncccc1C(=O)N(C)CC(=O)Nc1ccccc1SC	1	-0.2	0	3	0	18	-10	-0.7	-13
O=C1C2CC=C(Cl)CC2C(=O)N1c1ncn[nH]1 (stereo not drawn)	5	-0.4	-4	0	1	-8	0	2.4	8
COc1ccc(CN2CCNC(=O)C2CC(=O)NCCc2nc(C)c(C)s2)c(OC)c1 (stereo not drawn)	2	0.2	-4	3	10	-2	-13	2.0	3
CC(C)CCN1C(=O)c2ccc(C(=O)OCn3nnc4ccccc4c3=O)cc2C1=O	-1	0.8	-9	1	x	x	6	x	14
Cc1sc2nc(SCC(=O)Nc3cccc(C(=O)O)c3)[nH]c(=O)c2c1C	6	-0.3	-2	2	12	-8	-4	-0.2	-6
CCOc1ccc(NC(=O)c2c(NC(=O)CNCCN3CCOCC3)sc3c2CCC3)cc1	-4	-1.1	-1	6	-7	9	10	-1.5	-10
Cc1ccc2oc(=O)c(S(=O)(=O)c3ccc(F)cc3)cc2c1	-5	-0.6	0	2	-6	x	x	-0.9	-1
CC(=O)N[C@@H](C)C(=O)OC(C)C(=O)Nc1cccc([N+](=O)[O-])c1 (stereo partly drawn)	2	0.4	-5	2	3	2	13	1.8	0
CCc1ccc(-n2cccc2/C=C2/C(=N)N3C(=NC2=O)SN=C3S(C)(=O)=O)cc1	3	0.0	8	0	0	2	-36	0.4	-5
COC(=O)c1sc2ccccc2c1S(=O)(=O)N1CCN(c2ccc(C(C)=O)cc2)CC1	2	0.1	-5	4	10	x	-14	-0.1	-9
COc1ccc(NC(=O)CSc2c3c(nc4ccccc24)CCC3)c(OC)c1	0&-3	-0.9&-1.3	0&-3	-2&3	20	x	-7&-12	0.4	-9&-9
COc1ccc(/C=C(\C#N)C(=O)c2c(C)[nH]c3ccccc23)cc1OC	1	0.1	8	5	5	13	u	7.0	-2
Cc1ccccc1-c1ccnc2c(-c3ccc(F)cc3)c(C)nn12	-2	-1.4	-5	1	6	x	x	x	5
CCOc1ccc(NC(=O)C(=O)NCCc2csc(-c3ccc(C(F)(F)F)cc3)n2)cc1	2	0.3	0	0	11	x	14	x	-6
COc1ccccc1C(=O)Nc1c(C(=O)N2CCN(C)CC2)oc2ccccc12	-5	0.8	-9	4	1	-7	-3	0.7	-5
NC(=O)C1CCCN(C(=O)CCCNC(=O)c2ccc(Cl)cc2)C1 (stereo not drawn)	-3	-0.9	-1	4	-5	-3	-8	0.2	-14
O=C(Cn1c(-c2ccccc2)noc1=O)N1CCC(Cc2ccccc2)CC1	0	0.1	11	8	1	0	-14	0.2	25
CCOc1ccc(N2C(=O)c3[nH]nc(-c4ccc(OC)cc4)c3C2c2cccs2)cc1 (stereo not drawn)	1	3.2	-2	0	19	x	-28	x	16
O=C(Nc1ccc(Cl)c(S(=O)(=O)N2CCOCC2)c1)c1ccccc1-c1ccc(C(F)(F)F)cc1	-6	2.1	3	7	-2	-15	-15	3.1	-4
Cc1ccc2nc(-c3cccc(Br)c3)cc(C(=O)Nn3cnnc3)c2c1	2	-0.2	7	3	12	-20	-14	1.7	-7
COCCCNC(=O)c1c(NC(=O)c2cc(=O)c3cc(C)c(C)cc3o2)sc2c1CCCC2	3	-1.4	-1	-2	-2	x	-5	-1.0	10
O=C(Nc1ccc(Br)cc1)c1ccc(F)c(S(=O)(=O)N2CCc3ccccc32)c1	3	1.2	-2	5	15	x	-19	0.4	11
COCCCNC(=O)Nc1ccc(F)cc1F	-4	0.6	-3	4	1	-17	3	0.7	18
O=C(O)c1ccc(-n2cc(C(=O)c3ccccc3O)cn2)cc1	8	-2.6	-1	5	10	13	-5	-2.5	-3
Cc1ccccc1N1CCN(C(=S)c2ccc([N+](=O)[O-])cc2)CC1	1	-0.5	-9	2	x	x	-5	x	4
CC(=O)Nc1ccc(OCC(O)CN2CCCCC2C)cc1 (stereo not drawn)	2	1.0	-6	0	15	5	-17	1.2	-2

Record cards (already shown). Order of screens: TRHR enhancer | TRHR ag | D1 PAM | D1 ag | D2 PAM | D2 antagonist | RXFP1 antagonist | D2 agonist | D1 antag
Cc1ccccc1-c1ccnc2c(-c3ccc(F)cc3)c(C)nn12 across the screens: -2 | -1.4 | -5 | 1 | 6 | x | x | x | 5
O=C(Nc1ccc(Cl)c(S(=O)(=O)N2CCOCC2)c1)c1ccccc1-c1ccc(C(F)(F)F)cc1 across the screens: -6 | 2.1 | 3 | 7 | -2 | -15 | -15 | 3.1 | -4

4 compounds already listed, ordered by the number in D1 PAM, low to high.
smiles | TRHR enhancer | TRHR ag | D1 PAM | D1 ag | D2 PAM | D2 antagonist | RXFP1 antagonist | D1 antag
COc1ccccc1C(=O)Nc1c(C(=O)N2CCN(C)CC2)oc2ccccc12 | -5 | 0.8 | -9 | 4 | 1 | -7 | -3 | -5
COCCCNC(=O)c1c(NC(=O)c2cc(=O)c3cc(C)c(C)cc3o2)sc2c1CCCC2 | 3 | -1.4 | -1 | -2 | -2 | x | -5 | 10
CCOc1ccc(NC(=O)C(=O)NCCc2csc(-c3ccc(C(F)(F)F)cc3)n2)cc1 | 2 | 0.3 | 0 | 0 | 11 | x | 14 | -6
Cc1ccc2nc(-c3cccc(Br)c3)cc(C(=O)Nn3cnnc3)c2c1 | 2 | -0.2 | 7 | 3 | 12 | -20 | -14 | -7

Going on with the list.
SMILES	TRHR enhancer	TRHR ag	D1 PAM	D1 ag	D2 PAM	D2 antagonist	RXFP1 antagonist	D2 agonist	D1 antag
COc1cccc(C(=O)Nc2ccc(S(=O)(=O)NCc3ccco3)cc2)c1	0	-0.5	-5	3	-7	7	7	0.0	-23
COc1ccc(Nc2nnc(-c3ccc(C)c(S(N)(=O)=O)c3)c3ccccc23)cc1	17	-0.9	0	-3	1	x	x	-0.8	-26
CN(C)S(=O)(=O)Oc1ccsc1C(=O)Nc1ccc(Cl)c(Cl)c1	-2	-0.3	-7	36*	x	x	-14	x	-55*
Clc1ccc(-c2csc(NNC3=NCCCCC3)n2)cc1	0	0.1	4	-1	-28	8	-4	0.0	8
CCc1nnc(NC(=O)CSc2ccc(-c3ccc(C)cc3)nn2)s1	-5	0.9	-3	1	1	-15	-14	-1.1	0
COc1cccc(CNC(=O)CCC2CCCN(C(=O)CCC(F)(F)F)C2)c1 (stereo not drawn)	-11	-1.1	-2	2	2	15	7	0.2	3
O=C(NCCCNC(=O)c1ccco1)c1ccc(Cl)cc1	-3	0.0	-1	0	x	x	-4	x	4
COc1cc(C(=O)N2CC(=O)Nc3ccc(C)cc3C2c2ccc(F)cc2)cc(OC)c1OC (stereo not drawn)	0	1.9	1	14	-3	x	-21	1.5	18
Cc1nc(N2CCOCC2)c2c(C(=O)N3CCN(c4ccccc4F)CC3)c(C)oc2n1	10	1.9	14	0	2	x	14	1.6	-2
O=C(CN1C(=O)C2C3C=CC(C3)C2C1=O)N1CC(=O)N(CCc2ccccc2)C(=O)C1 (stereo not drawn)	-1	0.5	1	5	10	-6	-6	0.3	12
O=C(COc1ccccc1)N1CCN(c2ccc([N+](=O)[O-])c(N3CCCCC3)c2)CC1	6	-0.5	-6	-2	-3	-8	-9	0.2	42
Nc1nc(C(F)(F)F)cc(=O)n1N	-12	0.0	-6	0	-7	-23	-7	2.0	5
O=C(CCCCCn1c(=O)[nH]c2ccccc2c1=O)NCc1cccc(Cl)c1	-2	-0.6	-3	-2	3	x	-15	x	-12
CC1(C)CC(=O)C(C=NC(CCC(N)=O)C(=O)O)=C(O)C1 (stereo not drawn)	4	1.0	4	-1	4	9	-1	0.5	7
Cc1ccc(-c2csc(NC(=O)c3ccc4c(=O)n5c(nc4c3)CCCCC5)n2)cc1	-13	0.3	-2	0	9	3	14	0.5	0
CCN1CCCC1CNC(=O)c1cc2cc(F)ccc2[nH]1 (stereo not drawn)	-3	11	-3	5	-27	3	0	2.4	5
Cc1cnc(NC(=O)CSc2nnc(-c3ccccc3)o2)s1	0	-0.4	0	0	-5	-1	-3	-0.9	4
COC(=O)c1sc(NC(=S)NC(=O)c2cc(OC)c(OC)c(OC)c2)nc1C	-6	-0.2	-6	2	-1	9	9	x	-2
CSc1cccc(NS(=O)(=O)c2ccc(-c3coc(C)n3)cc2)c1	-5	0.4	0	6	-3	26	7	-0.1	-8
O=C(CN1CCCCC1)Nc1cccc(Cl)c1Cl	-4	0.0	0	0	x	x	-5	x	22
CCOc1ccc(C2C(C#N)=C(N)N(c3sc4c(c3C#N)CCCC4)C3=C2C(=O)CCC3)cc1 (stereo not drawn)	-12	0.4	-2	2	11	-12	-7	0.2	7
COc1cc(OC)cc(C(=O)NCCC(=O)NCCc2ccc(OC)c(OC)c2)c1	1	-0.2	-1	1	13	-3	-1	0.2	-10
CN(C)S(=O)(=O)c1cccc(NC(=O)COC(=O)c2ccc(Br)o2)c1	3	-0.2	0	6	8	-31	7	-1.6	34
Cc1nnc(NC(=O)CSc2nnc(CNC(=O)c3ccc(S(=O)(=O)N(C)C)cc3)o2)s1	0	0.0	0	2	4	-7	0	2.7	-3
CCN(c1ccc(NC(=O)c2ccc(Cl)nc2)cc1)C(C)C	-12	-0.5	-4	3	-9	5	4	-0.2	-23

Source: PubChem BioAssay (National Center for Advancing Translational Sciences (NCATS))
